S3 lipid droplet = qHTS Assay for Lipid Storage Modulators in Drosophila S3 Cells; Drosophila S3 cells, BODIPY lipid droplet fluorescence, 18-24 h; cells fed with added oleic acid; Potency in µM for hits, for the others lipid storage change, negative = inhibition, % at the top dose, mostly 46.1 µM; 320,000 compounds, 0.64% hits; AID 2685; active means well fitted inhibition curve with a large enough effect in the signal ratio, with a control signal flat, not every such curve was filed as active; inconclusive means small, poorly fitted or top-dose-only effect, or effect the other way, or a change in a side signal; the % refers to the signal ratio
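Drosophila S3 cells got compounds at several concentrations plus oleic acid (400 uM solution). Laser-scanning cytometry with 488 nm excitation read lipid droplets at 500-530 nm and cells at 575-640 nm. Percent activity was relative to 20 uM Triacsin C.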
S3 lipid droplet cell count max = also measured in S3 lipid droplet; calls as there; cell number change, %; measured here: cell count max response;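 cells counted by Cell Tracker Red CMTPX staining in the red channel; peak over a dose series mostly up to 46.1 µM; percent activity relative to internal control wells on each plate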
An asterisk follows results filed as active; i = inactive; ? = inconclusive; · = no result given; [ ] = dose if it differs, or a comment. On the % scale 0 is the no-effect control and ±100 the full control effect; potency means the concentration at half of the fitted maximal effect.

SMILES | S3 lipid droplet | S3 lipid droplet cell count max
CCOC1=NN(c2ccccc2)C(=O)/C1=C\N(C)C | ? | ·
CCC(CC)NCCOC(=O)c1ccc([N+](=O)[O-])cc1 | -1% | 15
Cc1cccc(CN2CCC(CNC(=O)Cn3ncc4c([nH]c5ccccc54)c3=O)CC2)c1 | 4% | 15
O=C(NCc1nc2ccccc2[nH]1)c1c(F)c(F)c(F)c(F)c1F | -17% | 0
COCCn1c(N)c(C(=O)Nc2sc3c(c2C(=O)OC)CCCC3)c2nc3ccccc3nc21 | ? | ·
COC(=O)n1c(=O)oc2ccc(S(=O)(=O)N3CCCCC3)cc21 | -21% | -14
COc1ccc(C(=O)NCc2ccncc2)cc1S(=O)(=O)N1CCOCC1 | ? | ·
CC(C)CNC(=S)NC(=O)c1ccccc1Cl | ? | ·
O=C(NCc1csc(-c2ccccc2)n1)c1ccco1 | ? | ·
O=C(CSc1n[nH]c(-c2ccccc2)n1)Nc1ccc(Br)cn1 | ? | ·
O=C(COc1ccc([N+](=O)[O-])cc1Cl)N(C1CCCCC1)C1CCS(=O)(=O)C1 (stereo not given) | ? | ·
Cc1noc(C)c1CSc1nnc(-c2ccncc2)n1-c1cccc(Cl)c1C | ? | ·
COc1ccc(NC(=O)[C@H](C)NC(=O)C2CCN(S(=O)(=O)c3ccc(C)cc3)CC2)cc1 | ? | ·
CSc1nc(NCC(C)O)c2c3c(sc2n1)CN(C)CC3 (stereo not given) | 16% | 2
CCOc1ccccc1C(=O)N/N=C/c1cccc2cccnc12 | ? | ·
CC1CCc2sc(NC(=S)NC(=O)c3ccccc3)c(C#N)c2C1 (stereo not given) | ? | ·
COc1ccc(C(=O)NCc2ccc3[nH]c(C)cc3c2)cc1OC | ? | ·
Cc1c(C(=O)O)oc2c1ccc1ccccc12 | ? | ·
N#CCCn1cc(/C=C(\C#N)c2nc3ccccc3s2)c(-c2ccc(F)cc2)n1 | ? | ·
Cn1ncc(C#N)c1/N=C/N(Cc1ccccc1)Cc1ccccc1 | ? | ·
CC(OC(=O)C1CCC1)C(=O)Nc1cc(Cl)cc(Cl)c1 (stereo not given) | ? | ·
Cc1cc(=O)n2nc(N3CCCC(C(=O)NCCC4=CCCCC4)C3)sc2n1 (stereo not given) | i | -19
CC(=O)C1=C(C)NC(=O)NC1c1ccccc1 (stereo not given) | ? | ·
Cc1cccc(NC(=O)Cc2coc3ccc4ccccc4c23)n1 | i | -10
CCc1nnc(NS(=O)(=O)c2ccc(NC(=S)NC(=O)c3ccc(Br)cc3)cc2)s1 | ? | ·

An excerpt from above in order of the S3 lipid droplet cell count max value, high to low.
SMILES | S3 lipid droplet | S3 lipid droplet cell count max
Cc1cccc(CN2CCC(CNC(=O)Cn3ncc4c([nH]c5ccccc54)c3=O)CC2)c1 | 4% | 15
CSc1nc(NCC(C)O)c2c3c(sc2n1)CN(C)CC3 (stereo not given) | 16% | 2
O=C(NCc1nc2ccccc2[nH]1)c1c(F)c(F)c(F)c(F)c1F | -17% | 0
Cc1cccc(NC(=O)Cc2coc3ccc4ccccc4c23)n1 | i | -10
COC(=O)n1c(=O)oc2ccc(S(=O)(=O)N3CCCCC3)cc21 | -21% | -14
Cc1cc(=O)n2nc(N3CCCC(C(=O)NCCC4=CCCCC4)C3)sc2n1 (stereo not given) | i | -19

Back to the main list; the three compounds before the break are reprinted first.
SMILES | S3 lipid droplet | S3 lipid droplet cell count max
CC(=O)C1=C(C)NC(=O)NC1c1ccccc1 (stereo not given) | ? | ·
Cc1cccc(NC(=O)Cc2coc3ccc4ccccc4c23)n1 | i | -10
CCc1nnc(NS(=O)(=O)c2ccc(NC(=S)NC(=O)c3ccc(Br)cc3)cc2)s1 | ? | ·
Cc1cc(NC(=O)CCC2CCCCC2)no1 | 6% | 2
CN1CCN(C(=O)c2ccc(CNS(=O)(=O)c3ccc(F)c(Cl)c3)cc2)CC1 | ? | ·
CCOC(=O)c1ccc(NC(=O)CCOc2ccccc2)cc1 | ? | ·
O=C(NC1CCCC1)C1CCC(CNS(=O)(=O)c2cccs2)CC1 (stereo not given) | 2% | 9
COc1ccnc(Oc2ccc(F)cc2)c1-c1ncn[nH]1 | ? | ·
C=CCSc1ccsc1C(=O)O | -9% | 7
c1ccc2c(-c3cc(C4CCNCC4)[nH]n3)cccc2c1 | ? | ·
O=C(Nc1nnc(C2CC2)s1)c1cccc(S(=O)(=O)N2CCc3ccccc32)c1 | ? | ·
CCOc1cc(N2CCOCC2)c(OCC)cc1NC(=O)c1ccc(OCc2c(C)noc2C)c(OC)c1 | 6% | 1
O=C(Nc1ccccc1)N1C(=O)C2(OCCO2)c2ccccc21 | ? | ·
C=CCNc1nc(N)c([N+](=O)[O-])c(NCc2ccccc2)n1 | ? | ·
C/C=C/C=C/C(=O)O | -11% | 12
CCOc1ccccc1/C=N/NC(=O)CNC(=O)c1ccc(S(=O)(=O)N2CCOCC2)cc1 | ? | ·
O=C(N/N=C/c1cc2c(cc1Cl)OCO2)c1cccc(Br)c1 | -8% | -22
Cc1nc2scc(C)n2c(=O)c1S(=O)(=O)NC(C)c1ccccc1 (stereo not given) | ? | ·
CCOc1ccc(/C=C2\SC(=S)N(N3C(=O)C4CC4C3=O)C2=O)cc1 (stereo not given) | 14% | ·
CCOC(=O)Cc1nnn(CC(=O)OCC)n1 | ? | ·
CC(C)NC(=O)C(C)Oc1ccc(S(=O)(=O)NCc2ccc3c(c2)OCO3)cc1 (stereo not given) | 20% | -4
CCOC(=O)c1ccc(NC=C2C(=O)OC3(CCCCC3)OC2=O)cc1 | ? | ·
Cc1cnc(C(=O)OC(C(=O)c2c[nH]c3ccccc23)c2ccccc2)cn1 (stereo not given) | i | -28
COc1ccccc1N1CCN(C(=O)Nc2ccc(F)c(Cl)c2)CC1 | 0% | 3
COc1ccc(N(CC(=O)NCCSc2ccccc2)S(C)(=O)=O)cc1 | ? | ·
N#C/C(C(=O)c1ccccc1)=C1/CCCCCN1 | -4% | -15
CC1=NN(c2cccc(Cl)c2)C(=O)C1 | -1% | 10
CC(=O)Oc1ccc(NC(=O)C2CCCCC2)c(C(=O)O)c1 | i | ·

Other entries.
SMILES | S3 lipid droplet | S3 lipid droplet cell count max
NC(=O)c1ccc(NC(=O)CN2CCOCC2)cc1 | ? | ·
Cc1cc(OCC(=O)NC2CCN(Cc3ccccc3)CC2)c2c(C)cc(=O)oc2c1 | -10% | -8
CCOC(=O)c1ccc(-n2c(=O)[nH]c3ccccc3c2=O)cc1 | ? | ·
Cc1cc2c([nH]c3ccccc32)c2c1OC(C)(C)C=C2 | ? | ·
COc1ccccc1CNC(=O)C1CCN(S(=O)(=O)c2ccc3c(c2)C(C)(C)C(=O)N3C)CC1 | ? | ·
COC(=O)C1=C(N)OC2=C(C(=O)CC(C)(C)C2)C1c1cc2c(cc1Cl)OCO2 (stereo not given) | ? | ·
Cc1cc(F)ccc1S(=O)(=O)N1CCCOC1CNC(=O)C(=O)NCCN1CCOCC1 (stereo not given) | ? | ·
CCOc1ccc2cc(C(=O)NCc3ccccc3)c(=N)oc2c1 | 0% | 12
Cc1ccc(-c2cc(-c3ccccc3)no2)c(O)c1 | 12% | 1
COc1cc(OC)cc(C(=O)NC2CCN(CCCOc3ccccc3)CC2)c1 | i | -6
Cc1cc2c(c(=O)n1CC1CCCO1)C(c1ccco1)C(C#N)=C(N)O2 (stereo not given) | ? | ·
CO/N=C(\Cn1ncc(N2CCOCC2)c(Br)c1=O)c1ccc(Cl)cc1 | 2% | 0
CN(c1ccccc1)S(=O)(=O)c1ccc(NC(=O)C2CC2)cc1 | ? | ·
CCOc1cccc2sc(N(CCCN(C)C)C(=O)Cc3ccccc3)nc12 | ? | ·
O=C(O)c1ccccc1NS(=O)(=O)c1cccc(-n2sc3ccccc3c2=O)c1 | ? | ·
CC(C(=O)N1CCc2ccccc21)N1CCc2ccccc2C1 (stereo not given) | -6% | -14
COc1ccc(/C=N/NC(=O)CCn2c3ccccc3c3ccccc32)cc1OC | 4% | 7
O=C(NN1CCOCC1)c1cc(Cl)ccc1Cl | i[0.369 µM] | -3
Clc1ccc2nc(CSCc3ccccc3)cn2c1 | ? | ·
Cc1ccc(S(=O)(=O)N2CCOCC2)cc1NC(=O)CNc1ccccc1N1CCCC1=O | ? | ·
Cc1ccc(Nc2ncnc3c2cnn3C)c(C)c1 | i | -11
Cc1cc2cc(CNC(=O)c3cc4ccccc4o3)ccc2n1C | ? | ·
OCCC1CN(Cc2nc3ccccc3[nH]2)CCN1C1CCCC1 (stereo not given) | ? | ·
CN(C(=O)C1CCOC1)c1nnc(-c2ccncc2)s1 (stereo not given) | i | ·
O=C(NCCN1CCOCC1)c1ccc(Cl)c([N+](=O)[O-])c1 | ? | ·

Other entries:
SMILES | S3 lipid droplet | S3 lipid droplet cell count max
CC(C)C(=O)NC(=S)Nc1c(Cl)ccc2nsnc12 | ? | ·
Cc1ccc(S(=O)(=O)CCC(=O)N2CCN(c3ccc(Cl)cc3)CC2)cc1 | 9% | 7
CCOc1cc(-c2nc3n(c(=O)c2C#N)CCS3)ccc1O | 19% | ·
CN(C)c1ccc(S(=O)(=O)NCC(=O)NCC2CCCCC2)cc1[N+](=O)[O-] | ? | ·
COc1cc2c(C(=O)N3CCCc4ccccc43)cn(C)c(=O)c2cc1OC | i | -5
COc1cccc(NC(=S)N(CCCN2CCN(C)CC2)Cc2ccco2)c1 | ? | ·
Cc1ccccc1NC(=O)N1C2CCC1CC(O)(c1cccnc1)C2 (stereo not given) | -1% | -3
COc1ccc2ccccc2c1/C=N/NC(=O)c1cccc(Br)c1 | ? | ·
CCCCCOC(=O)C1=C(C)Nc2ncnn2C1c1cccs1 (stereo not given) | ? | ·
Cc1nn(-c2ccccc2)c(CC(C)(C)C(=O)O)c1C(=O)O | ? | ·
Cc1c(C)c(C)c(/C=[N+](/C)[O-])c(C)c1C | 2% | 16
CN1CCc2c(sc(NC(=O)C3CCN(S(=O)(=O)c4cccs4)CC3)c2C(N)=O)C1 | i | ·
C(=C\N1CCCCCC1)/c1nnnn1-c1ccc(-c2ccccc2)cc1 | i | ·
COc1ccc(S(=O)(=O)N(CC(=O)NCc2ccco2)C2CCCCC2)cc1OC | 11% | -9
O=S(=O)(/N=C(/Nc1ccc(F)cc1F)c1ccc(Cl)cc1)c1ccccc1 | 20% | 9
CCOC(=O)c1c(NC(=O)CCC(=O)NCc2ccco2)sc2c1CCCC2 | ? | ·
COc1ccc(-n2c(SCC(=O)Nc3ccccc3)nc(O)cc2=O)cc1 | 8% | 3
C/C(=N\NC(=O)c1ccc(Cl)cc1)c1ccc(Br)s1 | ? | ·
Cc1ccc(-c2nc(C)sc2CC(=O)Nc2nnc(C)s2)cc1 | ? | ·
CN(Cc1nc(-c2cnccn2)no1)CC1CCN(Cc2ccccc2)CC1 | -10% | 10
Cc1nonc1OCCNCc1c(C(=O)N2CCCCCCC2)nc2ccc(Cl)cn12 | ? | ·
COc1ccc(NC(=O)c2c(-c3ccccc3)noc2C)c(OC)c1 | ? | ·
CCC(C)NS(=O)(=O)c1ccc(NC(=O)CCC2CCCCC2)cc1 (stereo not given) | -4% | 5
CCOc1ncccc1C(=O)OCC(=O)N1CCN(S(=O)(=O)c2ccccc2)CC1 | ? | ·
CC(C)CCNC(=O)NC(=O)CN1C(=O)NC2(CCCCC2)C1=O | 2% | -2

Single records, from the list above. Order of screens: S3 lipid droplet | S3 lipid droplet cell count max
Record of `Clc1ccc2nc(CSCc3ccccc3)cn2c1` = ? | ·
Record of `CC(=O)C1=C(C)NC(=O)NC1c1ccccc1` (stereo not given) = ? | ·
Record of `CCOC1=NN(c2ccccc2)C(=O)/C1=C\N(C)C` = ? | ·

Additional entries follow:
SMILES | S3 lipid droplet | S3 lipid droplet cell count max
COc1ccc(NC(=O)COc2ccc(/C=N/O)cc2OC)cc1 | 20% | -8
Cc1cc(N=NC(=O)c2ccccc2)ccc1O | -17% | 19
O=C(Cn1cc(SCc2ccccc2Cl)c2ccccc21)N1CCOCC1 | -2% | -22
COCCn1c(SCC(=O)NCC2CCCO2)nc2c(c1=O)SCC2 (stereo not given) | ? | ·
Cn1c(=O)c2c(nc(CN3CCOCC3)n2CCN2CCOCC2)n(C)c1=O | i | -11
O=C(O)CCCNc1n[nH]c(=O)[nH]c1=O | i | ·
C=CCc1cc(Cl)ccc1OCCCNC(C)C | 3% | -3
O=C(NCc1ccccn1)c1ccccc1-c1ccccc1 | ? | ·
CCCC(O)(c1ccc(OC)cc1)C(CN1CCOCC1)c1ccccc1 (stereo not given) | ? | ·
NC(=O)c1ccc(NC(=O)COC(=O)c2ccccc2Nc2ccccc2)cc1 | ? | ·
Cc1cc(C)n(-c2nc3ccccc3nc2Nc2ccc(CC(=O)O)cc2)n1 | 4% | -2
COc1ccc(S(=O)(=O)N(C(=O)c2ccncc2)c2ccc3oc4c(c3c2)CCCC4)cc1 | 7% | -2
COc1cc(-n2c(=O)c3ccccc3n(CC(=O)c3ccc(Br)cc3)c2=O)cc(OC)c1OC | -1% | 8
O=C(c1nc2ccccn2c1CNCCn1ccc2ccccc21)N1CCOCC1 | 2% | ·
CCOc1cc(S(=O)(=O)N2CCN(C(=O)c3ccco3)CC2)ccc1F | ? | ·
CCOC(=O)CCC(=O)N1CCOCCN(C(=O)CCC(=O)OCC)CCOCC1 | ? | ·
Cc1cccc(NC(=O)C(C)C(=O)c2ccccc2)c1 (stereo not given) | ? | ·

Screening data: PubChem, National Center for Advancing Translational Sciences (NCATS)

The list is partial, so the mix of outcomes need not match the whole.
